TcdB inh = inhibitors of Clostridioides difficile toxin B glycohydrolase; P18177; TcdB glycohydrolase enzymatic assay, plate reader; inhibition, % at 9.99 µM; 350,000 compounds, 0.24% hits; in the data active = inhibition above about 10%
Starred values were filed as active, the others as inactive. This is a subset; the hit share may differ from the screen's.

Preview:
SMILES | TcdB inh
O=C(C[C@@H]1C[C@H]2c3cc(NS(=O)(=O)c4ccccc4)ccc3O[C@H]2[C@@H](CO)O1)N1CCCCC1 | -1.4
O=C(C[C@@H]1CC[C@H]2[C@@H](COC[C@H](O)CN2S(=O)(=O)c2ccc(F)cc2)O1)N[C@H]1CCN(Cc2ccccc2)C1 | -1.5
C[C@H]1CCCCO[C@H](CN(C)S(=O)(=O)c2ccc(Cl)cc2)[C@@H](C)CN([C@@H](C)CO)C(=O)c2cc(NC(=O)CCCN(C)C)ccc2O1 | 1.8
CC(=O)N1[C@@H]2Cn3c(ccc(-c4ccc(F)cc4)c3=O)[C@H]1[C@@H](C(=O)N(C)C)[C@@H]2CO | 0.5
Cc1noc(C)c1NC(=O)Nc1cccc2c1O[C@@H](CN(C)C(=O)Nc1cccc3ccccc13)[C@H](C)CN([C@H](C)CO)C2=O | -6.0
COC(=O)[C@H]1[C@H](CO)[C@H]2Cn3c(ccc(C4=CCCCC4)c3=O)[C@H]2N1Cc1cccnc1 | 0.1
O=C(C[C@@H]1C=C[C@@H](NC(=O)Nc2ccc(C(F)(F)F)cc2)[C@H](CO)O1)NCc1cccc(F)c1 | -0.2
COc1ccc(S(=O)(=O)Nc2cccc3c2O[C@H](CN(C)Cc2ccncc2)[C@@H](C)CN([C@@H](C)CO)C3=O)cc1 | 1.2
CC(C)NC(=O)Nc1cccc2c1O[C@H](CN(C)Cc1ccncc1)[C@H](C)CN([C@@H](C)CO)C2=O | -0.6
COc1ccc(S(=O)(=O)Nc2ccc3c(c2)CC(=O)N([C@@H](C)CO)C[C@@H](C)[C@H](CN(C)Cc2ccccc2)O3)cc1 | 0.4
CC(C)C#Cc1ccc2c(c1)O[C@H](CN(C)S(C)(=O)=O)[C@@H](C)CN([C@H](C)CO)S2(=O)=O | -0.1
CCCNC(=O)C[C@H]1C[C@H]2c3cc(NC(=O)Nc4ccc(F)cc4)ccc3O[C@H]2[C@H](CO)O1 | 0.7
COc1ccc2c3c([nH]c2c1)[C@H](CO)N(C(=O)c1cccc(F)c1)CC31CN(C(=O)c2ccccc2)C1 | 1.0

The whole of this part, from the start:
SMILES | TcdB inh
O=C(C[C@@H]1C[C@H]2c3cc(NS(=O)(=O)c4ccccc4)ccc3O[C@H]2[C@@H](CO)O1)N1CCCCC1 | -1.4
O=C(C[C@@H]1CC[C@H]2[C@@H](COC[C@H](O)CN2S(=O)(=O)c2ccc(F)cc2)O1)N[C@H]1CCN(Cc2ccccc2)C1 | -1.5
C[C@H]1CCCCO[C@H](CN(C)S(=O)(=O)c2ccc(Cl)cc2)[C@@H](C)CN([C@@H](C)CO)C(=O)c2cc(NC(=O)CCCN(C)C)ccc2O1 | 1.8
CC(=O)N1[C@@H]2Cn3c(ccc(-c4ccc(F)cc4)c3=O)[C@H]1[C@@H](C(=O)N(C)C)[C@@H]2CO | 0.5
Cc1noc(C)c1NC(=O)Nc1cccc2c1O[C@@H](CN(C)C(=O)Nc1cccc3ccccc13)[C@H](C)CN([C@H](C)CO)C2=O | -6.0
COC(=O)[C@H]1[C@H](CO)[C@H]2Cn3c(ccc(C4=CCCCC4)c3=O)[C@H]2N1Cc1cccnc1 | 0.1
O=C(C[C@@H]1C=C[C@@H](NC(=O)Nc2ccc(C(F)(F)F)cc2)[C@H](CO)O1)NCc1cccc(F)c1 | -0.2
COc1ccc(S(=O)(=O)Nc2cccc3c2O[C@H](CN(C)Cc2ccncc2)[C@@H](C)CN([C@@H](C)CO)C3=O)cc1 | 1.2
CC(C)NC(=O)Nc1cccc2c1O[C@H](CN(C)Cc1ccncc1)[C@H](C)CN([C@@H](C)CO)C2=O | -0.6
COc1ccc(S(=O)(=O)Nc2ccc3c(c2)CC(=O)N([C@@H](C)CO)C[C@@H](C)[C@H](CN(C)Cc2ccccc2)O3)cc1 | 0.4
CC(C)C#Cc1ccc2c(c1)O[C@H](CN(C)S(C)(=O)=O)[C@@H](C)CN([C@H](C)CO)S2(=O)=O | -0.1
CCCNC(=O)C[C@H]1C[C@H]2c3cc(NC(=O)Nc4ccc(F)cc4)ccc3O[C@H]2[C@H](CO)O1 | 0.7
COc1ccc2c3c([nH]c2c1)[C@H](CO)N(C(=O)c1cccc(F)c1)CC31CN(C(=O)c2ccccc2)C1 | 1.0
CC(C)NC(=O)Nc1ccc2c(c1)C(=O)N([C@@H](C)CO)C[C@@H](C)[C@H](CN(C)Cc1ccc(C(=O)O)cc1)OCCCC[C@H](C)O2 | -3.7
Cc1ccc(-c2ccc3c(c2)O[C@@H](CN(C)Cc2cccc(C(=O)O)c2)[C@@H](C)CN([C@@H](C)CO)S3(=O)=O)cc1 | -0.1
C[C@H](CO)N1C[C@H](C)[C@H](CN(C)C(=O)Nc2ccccc2)OCCCC[C@H](C)Oc2ccc(NC(=O)Nc3ccc4c(c3)OCO4)cc2C1=O | -0.6
C[C@@H]1CN([C@H](C)CO)C(=O)Cc2cc(NC(=O)CCCN(C)C)ccc2O[C@@H]1CN(C)Cc1ccc(Oc2ccccc2)cc1 | 0.7
C[C@H]1CN([C@@H](C)CO)C(=O)c2cccc(NC(=O)C3CC3)c2O[C@@H]1CN(C)S(=O)(=O)c1ccc(F)cc1 | -0.6
O=C(c1cccnc1)N1CC2(C1)[C@@H](c1ccccc1)[C@H](CO)N2Cc1cccnc1 | -0.7
COc1ccc(S(=O)(=O)N(C)C[C@@H]2Oc3ccc(NC(=O)CCCCCC(=O)Nc4ccccc4N)cc3C(=O)N([C@@H](C)CO)C[C@@H]2C)cc1 | -0.3
COc1ccc2c3c(n(C)c2c1)[C@H](CO)N(C(=O)CN1CCOCC1)CC31CN(C(=O)CC2CC2)C1 | -0.4
CCCC(=O)Nc1ccc2c(c1)OC[C@H](C)N(C(=O)CC)C[C@H](C)[C@H](OC)CN(C)C2=O | 0.6
O=C(Cc1ccncc1)Nc1ccc2c(c1)[C@@H]1C[C@H](CC(=O)NC3CCCCC3)O[C@@H](CO)[C@@H]1O2 | -0.6
COCCNC(=O)C[C@@H]1CC[C@@H](NC(=O)NC2CCCCC2)[C@H](CO)O1 | -0.7
C[C@@H]1CN([C@@H](C)CO)C(=O)c2cc(NS(=O)(=O)c3ccc(Cl)cc3)ccc2O[C@@H]1CN(C)S(=O)(=O)c1cn(C)cn1 | 0.4
COc1ccc(NC(=O)Nc2ccc3c(c2)C(=O)N([C@H](C)CO)C[C@H](C)[C@@H](CN(C)CC2CCCCC2)O3)cc1 | 1.0
O=C(Nc1ccc2c(c1)[C@@H]1C[C@@H](CC(=O)N3CCc4ccccc4C3)O[C@@H](CO)[C@@H]1O2)Nc1ccccc1F | -4.8
COc1ccc2c3c([nH]c2c1)[C@H](CO)N(C)CC31CCN(S(=O)(=O)c2cn(C)cn2)CC1 | -0.6
C[C@@H]1CN([C@@H](C)CO)C(=O)c2cc(NC(=O)Nc3ccccc3)ccc2O[C@H]1CN(C)C(=O)Nc1ccccc1 | 0.1
C[C@H](CO)N1C[C@H](C)[C@H](CN(C)S(=O)(=O)c2ccccc2)Oc2ccc(NC(=O)Nc3ccccc3)cc2CC1=O | -0.8
C[C@@H]1CN([C@@H](C)CO)C(=O)c2cccc(NC(=O)Nc3ccc(C(F)(F)F)cc3)c2O[C@@H]1CN(C)S(=O)(=O)c1cn(C)cn1 | -0.5
Cc1ccc(S(=O)(=O)N(C)C[C@H]2OCCCC[C@H](C)Oc3ccc(NC(=O)NC4CCCCC4)cc3C(=O)N([C@@H](C)CO)C[C@@H]2C)cc1 | 1.0
CCCN1[C@H](C(=O)N[C@H](C)c2ccccc2)[C@@H](CO)[C@@H]2Cn3c(ccc(-c4ccccc4)c3=O)[C@@H]21 | 0.2
COc1cccc(-c2cn(CC[C@@H]3CC[C@H](NC(=O)CN(C)C)[C@H](CO)O3)nn2)c1 | -0.3
C[C@H]1CN([C@@H](C)CO)C(=O)c2cc(C#CCc3ccccc3)cnc2O[C@@H]1CN(C)Cc1ccccn1 | -0.2
O=C(Nc1ccc2c(c1)[C@@H]1C[C@@H](CC(=O)N3CCCCC3)O[C@@H](CO)[C@@H]1O2)c1cccnc1 | 0.6
COc1ccc(NC(=O)Nc2ccc3c(c2)[C@@H]2C[C@@H](CC(=O)NCc4ccccn4)O[C@H](CO)[C@@H]2O3)cc1 | -1.1
O=C(C[C@@H]1C=C[C@@H](NC(=O)CN2CCOCC2)[C@@H](CO)O1)NC1CCCCC1 | 0.6
C[C@@H]1CCCCO[C@@H](CN(C)S(=O)(=O)c2ccc(F)cc2)[C@H](C)CN([C@H](C)CO)C(=O)c2cc(NC(=O)Nc3ccc(C(F)(F)F)cc3)ccc2O1 | -0.1
O=C(C[C@@H]1CC[C@H]2[C@@H](COC[C@H](O)CN2Cc2ccc(Cl)cc2)O1)Nc1nccs1 | -1.3
COCC(=O)Nc1ccc2c(c1)C(=O)N(C)[C@H]1CC[C@@H](CC(=O)NCCCN(C)C)O[C@@H]1CO2 | -2.0
C[C@@H]1CN([C@@H](C)CO)C(=O)c2cccc(NS(=O)(=O)c3cn(C)cn3)c2O[C@@H]1CN(C)C(=O)Nc1ccc(F)cc1 | -0.4
CC(=O)N(C)C[C@@H]1Oc2cc(C#Cc3ccccc3)ccc2S(=O)(=O)N([C@@H](C)CO)C[C@@H]1C | 1.9
C[C@@H]1CCCCO[C@@H](CN(C)S(=O)(=O)c2ccccc2)[C@@H](C)CN([C@@H](C)CO)C(=O)c2cc(NS(=O)(=O)c3cn(C)cn3)ccc2O1 | 0.2
CCCC#Cc1ccc([C@@H]2[C@@H](CO)N3C(=O)CN(C(=O)Cc4cccnc4)C[C@@H]23)cc1 | -0.4
CN1CCN(C(=O)C[C@@H]2CC[C@H]3[C@@H](COC[C@@H](O)CN3S(=O)(=O)c3cccc(F)c3)O2)CC1 | -13
CCCC#Cc1cnc2c(c1)C(=O)N([C@H](C)CO)C[C@H](C)[C@H](CN(C)C(=O)Cc1ccncc1)O2 | 0.9
C[C@@H]1CN([C@@H](C)CO)C(=O)c2cccc(NS(=O)(=O)c3ccc(F)cc3)c2O[C@@H]1CN(C)Cc1ccccc1 | -1.3
O=C(CC1CC1)N[C@@H]1CC[C@H](CCNS(=O)(=O)c2ccc(Cl)cc2)O[C@H]1CO | -0.6
C[C@H]1CN([C@@H](C)CO)S(=O)(=O)c2ccc(C#CCN(C)C)cc2O[C@H]1CN(C)S(C)(=O)=O | 0.6
CC(C)NC(=O)N(C)C[C@@H]1OCCCC[C@H](C)Oc2ccc(NS(=O)(=O)c3ccc(F)cc3)cc2C(=O)N([C@@H](C)CO)C[C@@H]1C | 0.4
Cc1ccccc1S(=O)(=O)N1C[C@H](O)COC[C@H]2O[C@H](CC(=O)NCc3ccccc3Cl)CC[C@@H]21 | 2.1
CC=Cc1ccc2n(c1=O)C[C@H]1[C@H](CO)[C@@H](C(=O)N(C)C)N(CC3CCOCC3)[C@@H]21 (mixture of isomers) | 0.8
O=C(NCC1CC1)[C@@H]1[C@@H](CO)[C@@H]2Cn3c(ccc(-c4ccccc4F)c3=O)[C@H]1N2Cc1ccncc1 | 0.2
COc1ccccc1C#Cc1ccc([C@H]2[C@@H](C#N)N(C(=O)C3CCCC3)[C@@H]2CO)cc1 | 0.8
O=C(C[C@H]1CC[C@H]2[C@@H](COC[C@@H](O)CN2Cc2cccc(F)c2)O1)NCCc1ccncc1 | -0.8
COc1ccc(NC(=O)Nc2ccc3c(c2)C(=O)N([C@H](C)CO)C[C@H](C)[C@H](CN(C)Cc2ccncc2)OCCCC[C@H](C)O3)cc1 | 0.0
C/C=C/c1ccc2c(c1)O[C@@H](CN(C)C(=O)NC(C)C)[C@H](C)CN([C@@H](C)CO)S2(=O)=O | 0.2
C[C@H](CO)N1C[C@H](C)[C@H](CN(C)Cc2ccc(C(=O)Nc3ccccc3N)cc2)Oc2ccc(NC(=O)Nc3ccc4c(c3)OCO4)cc2C1=O | 0.6
Cc1ccc(S(=O)(=O)Nc2ccc3c(c2)C(=O)N([C@@H](C)CO)C[C@H](C)[C@@H](CN(C)Cc2ccc(Cl)c(Cl)c2)O3)cc1 | -0.4

Further compounds
SMILES | TcdB inh
CC(C)C#Cc1cnc2c(c1)C(=O)N([C@@H](C)CO)C[C@@H](C)[C@@H](CN(C)C(=O)Nc1ccccc1)O2 | 1.6
CCC(=O)Nc1ccc2c(c1)C(=O)N(C)C[C@@H](OC)[C@H](C)CN(CC1CC1)[C@H](C)CO2 | -0.2
CN1CCN(C(=O)C[C@H]2CC[C@@H]3[C@H](COC[C@H](O)CN3CC3CCCC3)O2)CC1 | 0.2
COc1ccc2c3c([nH]c2c1)[C@@H](CO)N(C(=O)CC1CC1)CC31CN(Cc2ccncc2)C1 | 1.2
COc1ccc2c3c([nH]c2c1)[C@@H](CO)N(CC1CC1)CC31CCN(C(=O)NC2CCCC2)CC1 | -3.9
Cc1ccc(S(=O)(=O)N2C[C@H](O)COC[C@H]3O[C@@H](CC(=O)N[C@H]4CCN(Cc5ccccc5)C4)CC[C@@H]32)cc1 | -0.5
CC=Cc1ccc2n(c1=O)C[C@@H]1[C@@H](CO)[C@H](C(=O)NCCc3ccccc3)[C@H]2N1C (mixture of isomers) | 0.2
C[C@@H]1CN([C@H](C)CO)C(=O)c2cccc(NC(=O)Nc3ccc(F)cc3)c2O[C@@H]1CN(C)Cc1ccc(C(=O)O)cc1 | 0.4
COc1ccc(NC(=O)N(C)C[C@@H]2Oc3ccc(NS(C)(=O)=O)cc3CC(=O)N([C@@H](C)CO)C[C@@H]2C)cc1 | -1.2
C[C@H](O)C#Cc1cnc2c(c1)C(=O)N([C@H](C)CO)C[C@@H](C)[C@@H](CN(C)Cc1cncnc1)O2 | -1.5
C[C@H]1CN([C@@H](C)CO)C(=O)Cc2cc(NC(=O)Nc3ccccc3)ccc2O[C@H]1CN(C)C(=O)Nc1ccc2c(c1)OCO2 | -0.1
O=C(Nc1cc(F)ccc1F)N1CC(=O)N2[C@H](CO)[C@@H](c3ccc(C#CC4CCCCC4)cc3)[C@H]2C1 | 0.2
C/C=C/c1cnc2c(c1)C(=O)N([C@@H](C)CO)C[C@@H](C)[C@@H](CN(C)C(=O)Cc1ccccn1)O2 | -1.7
COc1ccccc1NC(=O)N1C[C@@H](C)[C@H](OC)CN(C)C(=O)c2cc(NC(=O)c3cnccn3)ccc2OC[C@H]1C | -0.2
CN1CCN(C(=O)C[C@H]2CC[C@@H]3[C@H](COc4ccc(NC(=O)C5CCOCC5)cc4C(=O)N3C)O2)CC1 | -1.6
CO[C@H]1CN(C)C(=O)c2cc(NC(=O)CC(F)(F)F)ccc2OC[C@@H](C)N(C(=O)C2CCOCC2)C[C@H]1C | 0.7
